KLK7 zymogen act: proKLK7 (human) activation, primary screen; P49862; purified proKLK7, EDANS-DABCYL substrate fluorescence; 100% is mature enzyme control, 0% vehicle; activation, % at 7 µM; 0.9% of 370,000 active;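 active means activation above the mean of all tested compounds plus 3 SD, computed per campaign excluding outliers beyond control limits, cut at about 13% in these data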
Target sequence (P49862 whole entry, looked up): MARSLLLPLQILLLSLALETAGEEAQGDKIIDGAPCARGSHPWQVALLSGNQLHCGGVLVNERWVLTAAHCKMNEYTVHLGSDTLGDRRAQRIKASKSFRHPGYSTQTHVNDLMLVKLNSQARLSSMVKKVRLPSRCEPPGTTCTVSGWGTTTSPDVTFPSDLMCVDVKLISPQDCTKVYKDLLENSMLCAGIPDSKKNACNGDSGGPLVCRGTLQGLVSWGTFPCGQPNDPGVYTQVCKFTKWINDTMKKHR
DAX1 inh-1: inhibitors of DAX1 repression of SF-1 activated StAR promoter; inhibition, % at 6.8 µM; 1.1% of 370,000 active; AID 652010; HEK293T StAR-luciferase reporter, SF-1/DAX-1 repression relief;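 active means inhibition above the mean over all tested compounds plus 3 SD, cut at about 3.6% in these data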;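 further: 0% = DAX-1 cells with DMSO and 100% = cells lacking DAX-1 with DMSO; higher inhibition means more luminescence from relief of DAX-1 repression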
sPLA2-III inh: Blocks human group III sPLA2 activity; QFRET BODIPY PC-A2 liposome hydrolysis, fluorescence; inhibition, % at 12.2 µM; 0.56% of 370,000 active; AID 743126;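 active means inhibition above mean plus 3 SD of compounds lying within the high and low control bounds, cut at about 19% in these data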;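 further: 0% = median of test compound wells and 100% = no enzyme DMSO wells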
Target sequence (Q9NZ20 whole entry, looked up): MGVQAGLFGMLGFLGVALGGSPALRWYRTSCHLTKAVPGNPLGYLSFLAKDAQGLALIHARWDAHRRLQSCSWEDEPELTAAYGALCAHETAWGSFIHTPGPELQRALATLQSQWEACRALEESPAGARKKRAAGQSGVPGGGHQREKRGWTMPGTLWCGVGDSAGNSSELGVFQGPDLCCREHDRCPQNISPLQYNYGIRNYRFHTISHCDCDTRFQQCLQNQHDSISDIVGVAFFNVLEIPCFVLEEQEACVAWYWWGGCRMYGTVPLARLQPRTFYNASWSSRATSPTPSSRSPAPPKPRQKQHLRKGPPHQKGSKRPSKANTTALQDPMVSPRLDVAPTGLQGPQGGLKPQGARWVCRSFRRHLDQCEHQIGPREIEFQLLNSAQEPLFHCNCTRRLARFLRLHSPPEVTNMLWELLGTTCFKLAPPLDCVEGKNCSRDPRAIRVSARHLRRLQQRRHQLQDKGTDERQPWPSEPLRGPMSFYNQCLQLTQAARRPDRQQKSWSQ
FXN GAA850 act: frataxin GAA850 promoter activation; HEK293 lucGAA850 FXN promoter luciferase reporter, 24 h; percent of 10 µM SAHA response; activation, % at 6 µM; 0.56% of 360,000 active;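 active means activation above the average of all compounds screened plus 3 SD, cutoff fixed separately per campaign, cut at about 7.5% in these data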;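 further: 0% = DMSO wells and 100% = 10 µM SAHA wells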
GC-A act: GC-A (human) enzyme activation; HEK293 GC-A cells, cGMP TR-FRET, EC30 ANP; 0% at EC30 ANP, 100% saturating ANP; P16066; 0.14% of 370,000 active; activation, % at 10 µM; AID 1671463; in the data active means activation above about 40%
ssDAF-12 act: activators of S. stercoralis DAF-12 nuclear receptor. HEK293 ssDAF-12/GRIP1 lit1-tk-luc reporter, luminescence; % of 3 µM dafachronic acid response. 1% of 370,000 active. activation, % at 6.8 µM;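 active means activation above the mean over all tested compounds plus 3 SD, cut at about 0.9% in these data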;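 further: 0% = DMSO-only wells and 100% = 3 µM delta7-dafachronic acid wells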
GC-B act: GC-B (human) receptor activation; HEK293-GC-B cells, CNP EC30, cGMP TR-FRET; 0% at EC30 CNP, 100% saturating CNP; activation, % at 10 µM; 0.11% of 370,000 active;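 active means activation at 10 µM reaching about 35% in either raw or pattern-adjusted values, limit read from the data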
hgDAF-12 ag: agonists of H. glycines DAF-12 nuclear receptor. 1.8% of 370,000 active. activation, % at 6.8 µM. HEK293 GAL4-hgDAF12 UAS-luciferase reporter, agonist luminescence; normalized to butyrate control;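 active means activation above a cutoff set at the mean of all screened compounds plus 3 SD, cut at about 10% in these data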;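 further: 0% = DMSO wells and 100% = sodium butyrate wells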
hcDAF12 agonist: H. contortus DAF-12 activation, primary screen; HEK293 hcDAF-12 lit1-tk-luc reporter, luminescence; 0% DMSO, 100% Δ7-dafachronic acid; activation, % at 6.8 µM; 1.4% of 370,000 active; AID 652067;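 active means activation above the mean of all tested compounds plus 3 SD, cut at about 5.5% in these data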;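 further: 100% = response to 3 µM Δ7-dafachronic acid high control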
DAX1 inh-2: inhibits human nuclear receptor DAX1; P51843; HEK293 Gal4-DAX1 luciferase reporter, luminescence; inhibition, % at 6.75 µM; 0.99% of 340,000 active; AID 504766;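 active means inhibition above the mean over all tested compounds plus 3 SD, cut at about 4.2% in these data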;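 further: 0% = DAX1-transfected cells with DMSO and 100% = empty-vector control cells with DMSO; inhibition shows as a rise in luminescence from relieved DAX1 repression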
Target sequence (P51843 207-470 limits assumed): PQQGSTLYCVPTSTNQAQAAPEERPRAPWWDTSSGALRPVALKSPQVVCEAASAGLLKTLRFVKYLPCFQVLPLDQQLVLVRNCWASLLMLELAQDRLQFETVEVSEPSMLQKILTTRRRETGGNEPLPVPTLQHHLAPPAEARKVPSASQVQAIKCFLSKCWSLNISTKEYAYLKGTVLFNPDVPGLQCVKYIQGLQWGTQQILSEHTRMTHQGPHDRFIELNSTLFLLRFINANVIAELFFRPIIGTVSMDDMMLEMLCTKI
SMARCA2 activ: SMARCA2 function activation, primary screen | MG213 cells, MMTV-luciferase reporter, dexamethasone, overnight | activation, % at 9.1 µM | 1% of 370,000 active; in the data active means activation above about 7.8%;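 further: 0% = vehicle wells and 100% = reference activator wells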
* = called active by the depositor.

How did N=C1/C(=C\c2ccc(OC(=O)c3ccccc3Cl)cc2)C(=O)N=C2SC(N3CCOCC3)=NN12 do in these assays?
KLK7 zymogen act: -2.0; DAX1 inh-1: 0.2; sPLA2-III inh: -11.6; FXN GAA850 act: -0.3; GC-A act: 6.1; ssDAF-12 act: -0.3; GC-B act: -7.0; hgDAF-12 ag: 3.7; hcDAF12 agonist: 0.5; DAX1 inh-2: 1.5; SMARCA2 activ: 4.5

How did COc1ccc(-c2cc(-c3nnc(SCC(=O)Nc4ccc(OCc5ccccc5)cc4)n3N)[nH]n2)cc1 do in these assays?
KLK7 zymogen act: 0.2; DAX1 inh-1: -2.7; sPLA2-III inh: -3.0; GC-A act: -3.0; ssDAF-12 act: -0.8; GC-B act: 3.7; hgDAF-12 ag: 1.7; hcDAF12 agonist: 1.4; SMARCA2 activ: -1.6

Results for COc1ccc(C(C(=O)NC2CCCC2)N(Cc2cccnc2)C(=O)Cc2cccs2)c(OC)c1 (stereo unspecified) ?
KLK7 zymogen act: 0.1; DAX1 inh-1: 0.4; sPLA2-III inh: 17.2; FXN GAA850 act: 0.7; GC-A act: -7.5; ssDAF-12 act: -1.4; GC-B act: -1.4; hgDAF-12 ag: -1.1; hcDAF12 agonist: -2.8; DAX1 inh-2: -1.0; SMARCA2 activ: -3.2

What do the screens show for `COC(=O)[C@]12C[C@H](CC(=O)NCC3CCCCC3)C(=O)N(CCc3ccc(OC)c(OC)c3)C1=C[C@H](C(C)(C)C)O[C@@H]2C`?
KLK7 zymogen act: 0.4; DAX1 inh-1: -0.3; sPLA2-III inh: -9.1; GC-A act: -4.2; ssDAF-12 act: -0.8; GC-B act: -8.7; hgDAF-12 ag: 0.5; hcDAF12 agonist: -1.1; SMARCA2 activ: 0.4

What do the screens show for `O=C(C[C@H]1C/C=C\C[C@@H](Cc2ccc(F)cc2)C(=O)O[C@@H](c2ccccc2)CNC1=O)NCCO`?
KLK7 zymogen act: 0.2; DAX1 inh-1: -0.7; sPLA2-III inh: 0.7; FXN GAA850 act: 0.6; GC-A act: 2.2; ssDAF-12 act: -0.9; GC-B act: -6.0; hgDAF-12 ag: -1.1; hcDAF12 agonist: -1.4; DAX1 inh-2: 0.5; SMARCA2 activ: -0.1

What do the screens show for `COc1cccc(CN(Cc2ccco2)S(=O)(=O)c2ccc(S(=O)(=O)NCc3ccccc3)cc2)c1OC`?
KLK7 zymogen act: 0.8; DAX1 inh-1: -0.5; sPLA2-III inh: -26.0; FXN GAA850 act: -1.7; GC-A act: -1.1; ssDAF-12 act: -1.8; GC-B act: 4.8; hgDAF-12 ag: -1.6; hcDAF12 agonist: -3.1; DAX1 inh-2: 0.3; SMARCA2 activ: -6.0

Results for Cc1ccc(CNC(=O)c2ccc[nH]2)cc1 ?
KLK7 zymogen act: -0.1; DAX1 inh-1: 0.8; sPLA2-III inh: 7.5; FXN GAA850 act: 1.9; GC-A act: 4.7; ssDAF-12 act: -0.8; GC-B act: 2.5; hgDAF-12 ag: 2.1; hcDAF12 agonist: -1.6; DAX1 inh-2: 5.6*; SMARCA2 activ: -2.4

How did COc1ccc(Cc2nc(-c3cccc(C)c3)no2)cc1 do in these assays?
KLK7 zymogen act: 0.5; DAX1 inh-1: 1.8; sPLA2-III inh: 8.3; FXN GAA850 act: 3.2; GC-A act: 0.2; ssDAF-12 act: -0.4; GC-B act: 5.2; hgDAF-12 ag: 6.5; hcDAF12 agonist: 0.5; DAX1 inh-2: 0.6; SMARCA2 activ: 3.0

Results for COc1cc(OC)c(OC)cc1/C=N/n1c(-c2n[nH]c3c2CCC3)n[nH]c1=S ?
KLK7 zymogen act: 0.9; DAX1 inh-1: -0.2; sPLA2-III inh: 8.2; FXN GAA850 act: 3.0; GC-A act: -1.8; ssDAF-12 act: -0.7; GC-B act: -1.5; hgDAF-12 ag: 0.1; hcDAF12 agonist: -0.2; DAX1 inh-2: 1.6; SMARCA2 activ: -3.4

How did COc1ccc(C2C(C(C)=O)=C(O)C(=O)N2c2ccc(O)cc2)cc1 (stereo unspecified) do in these assays?
KLK7 zymogen act: 1.7; DAX1 inh-1: 0.2; sPLA2-III inh: -9.5; FXN GAA850 act: -0.4; GC-A act: -0.5; ssDAF-12 act: -0.9; GC-B act: 0.4; hgDAF-12 ag: 2.0; hcDAF12 agonist: -1.5; DAX1 inh-2: -0.8; SMARCA2 activ: 1.0

What do the screens show for `COc1cccc(N2CCN(C(=O)c3cc4c(s3)CCCCC4)CC2)c1`?
KLK7 zymogen act: 0.1; DAX1 inh-1: 1.5; sPLA2-III inh: -0.1; FXN GAA850 act: 1.6; GC-A act: -0.2; ssDAF-12 act: -0.5; GC-B act: -1.4; hgDAF-12 ag: 6.0; hcDAF12 agonist: 1.9; DAX1 inh-2: 0.6; SMARCA2 activ: 3.5

How did Cc1[nH]c2ccccc2c1C(=O)COC(=O)CCS(=O)(=O)c1ccccc1Cl do in these assays?
KLK7 zymogen act: 0.5; DAX1 inh-1: -0.6; sPLA2-III inh: -25.0; FXN GAA850 act: 1.7; GC-A act: -3.6; ssDAF-12 act: -1.4; GC-B act: 2.7; hgDAF-12 ag: 1.3; hcDAF12 agonist: 0.4; DAX1 inh-2: 0.9; SMARCA2 activ: -0.6

What do the screens show for `COc1ccc(NC(=O)Nc2nnc(N3CCC(C)CC3)s2)cc1OC`?
KLK7 zymogen act: 0.2; DAX1 inh-1: 0.9; sPLA2-III inh: 4.6; FXN GAA850 act: -3.0; GC-A act: 4.8; ssDAF-12 act: -1.5; GC-B act: 3.9; hgDAF-12 ag: 1.3; hcDAF12 agonist: -0.9; DAX1 inh-2: 0.9; SMARCA2 activ: -1.5

What do the screens show for `Fc1ccccc1NC(=S)NNc1ncc(C(F)(F)F)cc1Cl`?
KLK7 zymogen act: -0.4; DAX1 inh-1: -1.7; sPLA2-III inh: -4.2; FXN GAA850 act: -0.1; GC-A act: 0.5; ssDAF-12 act: -2.0; GC-B act: 4.1; hgDAF-12 ag: -5.5; hcDAF12 agonist: 0.5; DAX1 inh-2: -1.9; SMARCA2 activ: -7.4

Results for O=S(=O)(c1cccs1)N1CN(Cc2ccco2)c2nc3ccccc3nc21 ?
KLK7 zymogen act: 1.1; DAX1 inh-1: -0.7; sPLA2-III inh: -8.9; FXN GAA850 act: 6.2; GC-A act: 5.2; ssDAF-12 act: 0.9*; GC-B act: 2.2; hgDAF-12 ag: 1.6; hcDAF12 agonist: -0.1; DAX1 inh-2: 3.0; SMARCA2 activ: -0.2

Results for CN(C)c1ccc(S(=O)(=O)N2CCCCC2)cc1NC(=O)C1CSC2(C)CCC(=O)N12 (stereo unspecified) ?
KLK7 zymogen act: 0.7; DAX1 inh-1: 0.1; sPLA2-III inh: -0.8; FXN GAA850 act: 1.4; GC-A act: 4.0; ssDAF-12 act: -1.1; GC-B act: 4.8; hgDAF-12 ag: 1.5; hcDAF12 agonist: 0.2; DAX1 inh-2: 0.3; SMARCA2 activ: 0.1

Results for Cc1nn(-c2ccc(F)cc2)c(C)c1CN1CCN(CCc2ccccc2)C(CCO)C1 (stereo unspecified) ?
KLK7 zymogen act: 0.9; DAX1 inh-1: -0.1; sPLA2-III inh: 1.6; FXN GAA850 act: -0.1; GC-A act: -3.8; ssDAF-12 act: -0.9; GC-B act: -4.2; hgDAF-12 ag: -3.6; hcDAF12 agonist: -1.1; DAX1 inh-2: 1.3; SMARCA2 activ: 1.3

How did O=C(C1CCCC1)N1CCC(CC2CC(c3cccc(Br)c3)=NO2)(C(=O)NCC2CCCCC2)CC1 (stereo unspecified) do in these assays?
KLK7 zymogen act: 0.8; DAX1 inh-1: -0.1; sPLA2-III inh: -4.6; FXN GAA850 act: 0.5; GC-A act: -3.2; ssDAF-12 act: -1.5; GC-B act: 4.0; hgDAF-12 ag: -0.7; hcDAF12 agonist: -1.4; DAX1 inh-2: 0.4; SMARCA2 activ: -0.3

How did CCOC(=O)CCNC(=O)Nc1ccc2nc(C)n(Cc3cccc(Cl)c3)c(=O)c2c1 do in these assays?
KLK7 zymogen act: 0.1; DAX1 inh-1: -1.1; sPLA2-III inh: -7.5; FXN GAA850 act: 0.3; GC-A act: 10.8; ssDAF-12 act: -1.5; GC-B act: 9.2; hgDAF-12 ag: -4.3; hcDAF12 agonist: -2.9; DAX1 inh-2: -2.3; SMARCA2 activ: -0.3

Results for NC(=O)c1c(NC(=S)Nc2ccc(F)cc2)sc2c1CCCC2 ?
KLK7 zymogen act: 0.6; DAX1 inh-1: -1.1; sPLA2-III inh: 3.7; FXN GAA850 act: 0.0; GC-A act: 1.6; ssDAF-12 act: 0.1; GC-B act: -2.9; hgDAF-12 ag: 3.8; hcDAF12 agonist: -0.5; DAX1 inh-2: 0.2; SMARCA2 activ: -2.7

Results for Cc1ccc(-n2c(=O)c3c(c4cc(C)ccc4n3C)n(CC(=O)NCC3CCCO3)c2=O)cc1 (stereo unspecified) ?
KLK7 zymogen act: -3.2; DAX1 inh-1: -0.1; sPLA2-III inh: -1.4; FXN GAA850 act: 1.6; GC-A act: -12.8; ssDAF-12 act: 0.2; GC-B act: 0.0; hgDAF-12 ag: 0.4; hcDAF12 agonist: 3.3; DAX1 inh-2: 0.5; SMARCA2 activ: -3.1

How did CCCN(CC(=O)Nc1ccccc1C)C(=O)C1CC(=O)N(c2cccc(C)c2C)C1 (stereo unspecified) do in these assays?
KLK7 zymogen act: 0.6; DAX1 inh-1: -0.7; sPLA2-III inh: 4.9; FXN GAA850 act: -1.4; GC-A act: -0.3; ssDAF-12 act: -0.7; GC-B act: 1.8; hgDAF-12 ag: 1.4; hcDAF12 agonist: -1.1; DAX1 inh-2: 0.2; SMARCA2 activ: -2.1

What do the screens show for `O=C(NC(=S)NC1CCSC1=O)c1cccc([N+](=O)[O-])c1` (stereo unspecified)?
KLK7 zymogen act: -0.1; DAX1 inh-1: -0.5; sPLA2-III inh: 2.4; FXN GAA850 act: 1.8; GC-A act: -2.0; ssDAF-12 act: -1.4; GC-B act: 7.4; hgDAF-12 ag: 0.9; hcDAF12 agonist: 0.3; DAX1 inh-2: 0.9; SMARCA2 activ: -2.1

What do the screens show for `OCCNc1ncnc2c1sc1nc(N3CCOCC3)c3c(c12)CCC3`?
KLK7 zymogen act: -0.4; DAX1 inh-1: -0.2; sPLA2-III inh: -2.2; FXN GAA850 act: 1.9; GC-A act: 6.5; ssDAF-12 act: -1.1; GC-B act: 10.3; hgDAF-12 ag: -0.3; hcDAF12 agonist: -1.2; DAX1 inh-2: 0.7; SMARCA2 activ: -2.5

Results for Cc1cccc(-n2cnc3cc(C(=O)N4CCCCC4)ccc32)c1 ?
KLK7 zymogen act: 0.1; DAX1 inh-1: 1.4; sPLA2-III inh: -3.3; FXN GAA850 act: 1.5; GC-A act: 1.2; ssDAF-12 act: -0.3; GC-B act: -2.5; hgDAF-12 ag: 2.2; hcDAF12 agonist: 0.6; DAX1 inh-2: 1.1; SMARCA2 activ: -1.3
